Bioassay records as filed in PubChem.
GASC-1 inh: inhibitors of human GASC-1 (JMJD2C) demethylase; Q9H3R0; GST-JMJD2C(1-420) H3K9me3 demethylation, DELFIA europium; inhibition, % at 2.35 µM; 0.069% of 330,000 active;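 active = more than half of a compound's replicate wells show inhibition beyond 50%, single wells judged on their own value; inconclusive = some, but no more than half, of replicates pass 50% inhibition; inactive = no replicate passes 50% inhibition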;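 also: signal counts dimethyl H3K9 product captured on neutravidin plate; 0% = median of DMSO wells and 100% = 0.3 times that DMSO median; strong numbers were not always called active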
PP5 inh: inhibitors of human protein phosphatase 5 (PP5). purified PP5c, OMFP substrate fluorescence. inhibition, % at 6.7 µM. 0.18% of 320,000 active;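 active = inhibition above the campaign's mean inhibition across all tested compounds plus 3 SD, cut at about 9.5% in these data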;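 also: 0% = DMSO only and 100% = 100 µM cantharidin control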
Target sequence (P53041 whole entry, looked up): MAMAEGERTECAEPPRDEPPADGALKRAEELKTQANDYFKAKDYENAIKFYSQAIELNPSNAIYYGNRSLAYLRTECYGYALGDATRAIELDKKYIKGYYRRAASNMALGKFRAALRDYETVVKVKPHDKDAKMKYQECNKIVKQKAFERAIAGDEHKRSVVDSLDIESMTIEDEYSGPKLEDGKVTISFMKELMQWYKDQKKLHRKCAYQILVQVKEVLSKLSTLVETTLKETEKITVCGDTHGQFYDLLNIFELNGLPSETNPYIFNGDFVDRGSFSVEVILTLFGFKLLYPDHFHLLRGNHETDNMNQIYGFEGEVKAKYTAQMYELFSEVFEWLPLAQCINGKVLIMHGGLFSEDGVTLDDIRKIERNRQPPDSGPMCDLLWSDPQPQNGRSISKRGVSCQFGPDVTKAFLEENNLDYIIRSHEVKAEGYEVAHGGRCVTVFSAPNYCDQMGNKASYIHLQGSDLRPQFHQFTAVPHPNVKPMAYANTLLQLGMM
Fh CTSL1 inh: counter-screen for PFM18AAP inhibitors: inhibitors of F. hepatica cathepsin L1. AID 1906. inhibition, % at 5.96 µM. 0.49% of 300,000 active. recombinant F. hepatica cathepsin L1, Z-Leu-Arg-MCA fluorescence;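 active = inhibition above the mean of all tested compounds plus 3 SD, set per screening campaign, cut at about 17% in these data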;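 also: 0% = plate median of test compound wells and 100% = 1 µM Z-Phe-Ala-diazomethylketone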
CR mimetic SO: caloric restriction mimetics inhibiting age-related superoxide in yeast; 0.18% of 330,000 active; superoxide response (% of plate mean), % at 10 µM; AID 2690; S. cerevisiae aged cells, superoxide DHE fluorescence; active compounds read low;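 active = superoxide response under a set limit, about three screen SD below normal, cut at about 65% in these data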;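 also: yeast aged for seven days with compound at 30 °C before DHE staining; 100% = average MFI of all compound-treated wells on the plate with controls excluded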
PP1 inh: blocks human PP1-alpha phosphatase, a PP5 counter-screen; purified PP1alpha, OMFP fluorescence; inhibition, % at 6.7 µM; 0.9% of 320,000 active;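 active = inhibition above the mean inhibition of all tested compounds plus 3 SD, computed separately for each screening campaign, cut at about 15% in these data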
Target sequence (P62136 whole entry, looked up): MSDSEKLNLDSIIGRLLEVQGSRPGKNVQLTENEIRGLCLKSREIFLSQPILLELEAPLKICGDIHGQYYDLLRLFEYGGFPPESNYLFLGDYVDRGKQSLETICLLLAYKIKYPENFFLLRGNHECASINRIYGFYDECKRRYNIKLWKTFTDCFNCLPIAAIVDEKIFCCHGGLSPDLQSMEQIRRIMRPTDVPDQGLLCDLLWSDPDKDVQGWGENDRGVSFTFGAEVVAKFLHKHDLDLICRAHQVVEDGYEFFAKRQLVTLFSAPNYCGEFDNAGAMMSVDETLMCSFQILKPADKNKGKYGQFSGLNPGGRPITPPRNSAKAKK
ZTA counter: ZTA (EBV) inhibition in EBNA-1 counter-screen; P03206; ZTA-DNA binding, fluorescence polarization; inhibition, % at 11 µM; 0.15% of 320,000 active; in the data active = inhibition above about 33%
TPT1 inh: inhibitors of Candida albicans tRNA 2'-phosphotransferase TPT1; recombinant caTPT1, FP RNA substrate dephosphorylation; inhibition, % at 5 µM; 0.81% of 300,000 active; AID 1962;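 active = inhibition above the mean of all tested compounds plus 3 SD, set per screening campaign, cut at about 24% in these data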;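 also: plate controls were DMSO alone for no effect and ferristatin control at 100 nM for full effect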
HCV core dimer: HCV core protein dimerization inhibition; TR-FRET GST/Flag-core106 dimerization, 1536-well; inhibition, % at 5 µM; 0.33% of 300,000 active; AID 1899;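 active = inhibition above the mean of all tested compounds plus 3 SD, set per screening campaign, cut at about 45% in these data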
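Assay system: GST-tagged and Flag-tagged HCV core protein residues 1-106 / Times: compound-protein-antibody incubation 4 h at 22.5 °C / Signal: time-resolved FRET, ex 340 nm, em 617 and 671 nm / Evaluation: % inhibition based on acceptor/donor emission ratio / Benchmarks: wells lacking GST-core106 and wells with excess unlabelled core106 / Repeats: singlicate, one well per compound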
EBNA-1 inhibitor: blocks EBNA-1 binding to DNA; EBNA-1 DNA binding, fluorescence polarization; inhibition, % at 14.8 µM; 0.34% of 300,000 active; AID 1950; in the data active = inhibition above about 28%
Starred values were filed as active, the others as inactive; ? = inconclusive; . = not tested or not shown.

entry	Compound	GASC-1 inh	PP5 inh	Fh CTSL1 inh	CR mimetic SO	PP1 inh	ZTA counter	TPT1 inh	HCV core dimer	EBNA-1 inhibitor
1	Cc1nc2ccc(S(=O)(=O)N(C)CC(=O)N3CCc4ccccc43)cc2s1	3	0.8	-2	103	-1	-2	-1	3	0
2	Cc1c(C(=O)NCc2ccccc2CN2CCCC2)oc2c(F)cccc12	.	0.5	.	112	-2	0	.	.	.
3	CC(=O)c1cccc(NC(=O)c2ccc(OCc3c(C)noc3C)cc2)c1	-1	3.3	.	114	-2	10	.	.	.
4	CC(C)[C@H](NC(=O)OC(C)(C)C)c1nnc(SCC(=O)Nc2ccc(Br)cc2)o1	-6	-0.3	1	96	0	4	-1	-3	4
5	COc1ccc(-n2nc(C(=O)NCC(=O)NCCCN3CCOCC3)c3ccccc3c2=O)cc1OC	14	-0.9	4	86	-2	-13	2	-13	-8
6	CCCCc1nc2cc(C(=O)N3CCCCC3C(=O)OC)ccc2o1 (stereo not drawn)	-7	-1.6	0	133	0	4	0	8	-7
7	CCCCNC(=O)c1cc2c(=O)n3cccc(C)c3nc2n(Cc2ccccc2)c1=N	-6	-0.2	-2	105	-5	11	0	-4	1
8	Cc1[nH][nH]c(=O)c1[C@@H](c1ccccc1[N+](=O)[O-])C(C#N)C#N	-21	-0.9	2	108	-2	-8	1	2	-15
9	O=C(CCCc1cccs1)N1CCN(S(=O)(=O)c2ccccc2Br)CC1	5	1.1	-2	113	0	4	-4	12	1
10	O=C(Cn1c(=O)oc2ccccc21)NCc1ccco1	-8	2.7	0	101	1	2	1	-5	1
11	O=C(NCc1ccc(Cl)cc1)C1CCCN(C(=O)c2ccc(Cl)cc2)C1 (stereo not drawn)	3	-0.4	.	99	-3	-2	.	.	.
12	CN(CC(=O)Nc1c(Cl)cccc1Cl)C(=O)c1ccccc1SCC(=O)N1CCCC1	28	-1.7	1	95	0	-8	-7	0	10
13	COc1ccc(N(CC(=O)Nc2ccccc2C(F)(F)F)C2=NC3CS(=O)(=O)CC3S2)cc1 (stereo not drawn)	90	3.2	-4	105	-3	3	3	-1	-2
14	O=C(CCNC(=O)Cn1ccc2ccccc2c1=O)NCCN1CCN(c2cccc(Cl)c2)CC1	7	0.6	-2	105	2	-19	-2	-5	0
15	Cc1ccc2nc(-c3cccc(-c4cccc(Cl)c4)c3)c(NCc3ccccc3)n2c1	-1	5.4	-1	111	16*	6	-4	2	-17
16	Cc1ccc(-c2noc(CSc3nnc(Cc4ccccc4)n3-c3ccc(Cl)cc3)n2)cc1	12	5.9	4	113	15	8	3	13	-6
17	CCOC(OCC)c1cn(Cc2ccc3c(c2)C(=O)c2ccccc2C3=O)nn1	4	0.3	-3	116	2	-9	-2	-4	-3
18	Cc1cc(N2CCOCC2)nc(C(C)C)n1	2	0.6	-6	106	-2	-5	-1	4	-2
19	CC(=O)C1=C(O)C(=O)N(c2ccc(S(N)(=O)=O)cc2)C1c1ccc([N+](=O)[O-])cc1 (stereo not drawn)	12	-0.9	3	93	0	-7	-4	-3	-4
20	CC[C@H](C)[C@@H](NC(=O)O[C@@H]1C(=O)c2cc(Br)ccc2O[C@H]1c1cccc(OC)c1)C(=O)OC	1	2.6	-5	96	7	-19	0	8	8
21	CCC(=O)NC(Nc1c(C)n(C)n(-c2ccccc2)c1=O)C(Cl)(Cl)Cl (stereo not drawn)	-3	-1.1	-4	99	-1	-10	1	9	2
22	CN1N=C(C(=O)N2CCCC(Nc3ccc(F)c(F)c3)C2)CCC1=O (stereo not drawn)	13	2.1	3	91	-1	17	-2	-1	3
23	CCOc1ccccc1N1CCN(C(=O)c2ccc(OCC(=O)N3CCOCC3)c(OC)c2)CC1	5	2.6	2	98	-1	0	-3	0	8
24	O=C(CN1CCOCC1)Nc1cc([N+](=O)[O-])ccc1Cl	-21	-1.8	-2	105	-4	-5	-1	0	-5
25	CC(=O)OC/C=C(\C)CCC=C(C)C	7	4.5	3	82	3	-3	0	4	1
26	COC(=O)c1ccc2ccccc2n1	-2	0.3	-3	123	-3	6	0	-2	-10
27	CCNS(=O)(=O)c1ccc(NC(=O)c2ccc(Cn3cc(Br)cn3)o2)cc1	-4	4.1	-1	102	-2	10	-1	-10	-8
28	CC(C)CC(=O)Nc1nc(=S)ss1	14	0.3	6	131	-2	0	-5	2	0
29	COc1cc(/C=C/[N+](=O)[O-])ccc1OC(=O)/C=C/c1ccc(F)cc1	2	1.1	-14	100	4	-10	1	20	-12
30	CCN1C(=NCC(C)C)N[C@@H](CCc2ccccc2)[C@H](C(=O)NCC(C)C)[C@H]1C	3	2.3	-4	108	1	-17	-7	-13	-1

Remaining list, next part:
entry	Compound	GASC-1 inh	PP5 inh	Fh CTSL1 inh	CR mimetic SO	PP1 inh	ZTA counter	TPT1 inh	HCV core dimer	EBNA-1 inhibitor
31	C=CCn1c(C)cc(C(=O)CSc2nnc(NCc3ccccc3)s2)c1C	.	12*	3	86	4	-7	1	6	-3
32	CSc1nnc(C)c(=O)n1COC(=O)COc1ccc2ccccc2c1	1	0.3	-16	100	1	-1	-1	12	10
33	COc1cccc(C(=O)OCc2ccccc2C#N)c1O	-25	3.5	-1	100	12	1	-1	2	-12
34	COCCCN=C1NN=C(c2cc(C)n(-c3ccccc3F)c2C)CS1	-5	0.0	-2	87	-4	-6	0	5	-7
35	COc1ccc(Br)cc1/C=N/Nc1cccc(C(=O)O)c1	17	1.4	8	115	3	0	-2	-17	5
36	COc1ccc(N2CCN(C(=O)/C(C#N)=C/c3ccccc3)CC2)cc1	2	1.4	-1	93	1	-2	19	5	1
37	CC(C)NS(=O)(=O)c1ccc(CCC(=O)Nc2cc(Cl)ccc2Oc2ccccc2)cc1	-23	6.0	3	117	5	15	3	21	0
38	O=C(NNC1OC(CO)C(O)C(O)C1O)c1cccnc1 (stereo not drawn)	-10	3.7	0	101	0	9	2	-3	-6
39	COc1ccc(C)cc1NC(=O)C(OC(=O)Cn1cnc2c1c(=O)n(C)c(=O)n2C)c1ccccc1 (stereo not drawn)	0	-0.1	6	105	-3	12	0	4	-2
40	O=C(c1cc2cc(F)ccc2[nH]1)N1CCN(c2cccc(Cl)c2)CC1	11	3.9	-1	101	5	15	-3	10	2
41	O=C(O)c1nccnc1C(=O)N1CCN(c2ccccc2)CC1	-36	-1.6	0	115	-4	0	-3	5	3
42	CCOC(=O)NC1(C(F)(F)F)NC(=O)N(c2cccc(C(F)(F)F)c2)C1=O (stereo not drawn)	?	-0.5	-3	99	-2	9	3	1	-2
43	COc1ccc(N=C2SC(C(N)=O)CC(=O)N2CCc2ccc(OC)c(OC)c2)cc1 (stereo not drawn)	0	3.7	2	103	4	5	-5	-6	0
44	CC(=O)Nc1ccc(NC(=O)c2sc3nc4n(c(=O)c3c2C)CCCCC4)cc1	6	-2.8	-2	79	-1	8	-2	0	0
45	Cc1cc(C)c2c(N)c(C(=O)N3CCCCCC3)sc2n1	3	-0.7	0	109	1	25	-1	0	10
46	O=C(Nc1ccccc1)Nc1cc(Cl)cc(Cl)c1	3	9.1	-1	110	2	-18	0	2	-8
47	COC(=O)CCc1c(C)[nH]c(=S)[nH]c1=O	0	2.2	2	86	2	3	-6	2	7
48	O=C(CSc1nncn1-c1ccccc1)Nc1ccc(F)cc1F	2	0.3	4	94	-1	4	-1	4	2
49	CCc1ccc2oc(-c3ccc(NC(C)=O)cc3)nc2c1	-6	2.1	-2	96	2	-21	-1	-4	1
50	Cc1ccc(NC(=O)NNC(=O)c2cc3ccccc3cc2O)cc1	8	1.0	2	119	12	1	0	4	6
51	C=CCN1C(=O)CN=C1Nc1ccc(OC)cc1OC	-4	1.3	-6	102	6	-17	-6	-9	1
52	COc1ccc(/C=N/OCC(=O)N=Nc2c(O)[nH]c3ccc(Br)cc23)cc1	38	-0.1	-1	104	12	1	-1	10	-2
53	COc1ccc(C2C(C#N)=C(C)NC3=C2S(=O)(=O)c2ccccc23)cc1 (stereo not drawn)	2	1.4	3	110	-1	10	-1	12	0
54	Cc1onc(-c2c(Cl)cccc2Cl)c1C(=O)N=S(C)(=O)c1ccccc1 (stereo not drawn)	7	-1.1	1	114	-3	17	0	5	5
55	COc1ccc2nc(NC(=O)c3ccc([N+](=O)[O-])o3)sc2c1	0	5.0	6	124	6	-15	-3	28	-9
56	Cc1[nH]c(C)c(S(=O)(=O)N2CCCCC2)c1C(=O)N1CCCCC1	-1	0.9	0	122	-1	1	-4	7	4
57	O=Cc1c(N2CCCCC2)nc2ccccn2c1=O	-2	-2.1	0	85	-2	1	-5	-10	12
58	Cc1cc(C(=O)OCC(=O)c2cccc([N+](=O)[O-])c2)c2cccc(C)c2n1	3	1.2	1	106	-2	-19	3	88*	-12
59	CC1CCC(NC(=O)CCCn2sc3ccccc3c2=O)CC1 (stereo not drawn)	-25	3.1	3	95	0	-21	-4	-14	1
60	COc1cc(NC(=O)C(C)C)ccc1NC(=O)c1cc2ccccc2o1	1	0.3	0	90	-1	-3	-2	-4	-8
61	N#CCC(=O)Nn1c(=S)[nH]c2ccccc2c1=O	3	-0.3	1	92	4	5	-2	2	-7
62	O=C(NCCSc1ncc(-c2ccc(F)cc2)[nH]1)c1ccco1	3	-3.4	-4	100	-2	3	1	0	-3

Exported field by field: part of the list above
38: O=C(NNC1OC(CO)C(O)C(O)C1O)c1cccnc1 (stereo not drawn)
  GASC-1 inh: -10
  PP5 inh: 3.7
  Fh CTSL1 inh: 0
  CR mimetic SO: 101
  PP1 inh: 0
  ZTA counter: 9
  TPT1 inh: 2
  HCV core dimer: -3
  EBNA-1 inhibitor: -6

39: COc1ccc(C)cc1NC(=O)C(OC(=O)Cn1cnc2c1c(=O)n(C)c(=O)n2C)c1ccccc1 (stereo not drawn)
  GASC-1 inh: 0
  PP5 inh: -0.1
  Fh CTSL1 inh: 6
  CR mimetic SO: 105
  PP1 inh: -3
  ZTA counter: 12
  TPT1 inh: 0
  HCV core dimer: 4
  EBNA-1 inhibitor: -2

Part of the list above, reformatted:
31. C=CCn1c(C)cc(C(=O)CSc2nnc(NCc3ccccc3)s2)c1C
  GASC-1 inh = . | PP5 inh = 12* | Fh CTSL1 inh = 3 | CR mimetic SO = 86 | PP1 inh = 4 | ZTA counter = -7 | TPT1 inh = 1 | HCV core dimer = 6 | EBNA-1 inhibitor = -3

62. O=C(NCCSc1ncc(-c2ccc(F)cc2)[nH]1)c1ccco1
  GASC-1 inh = 3 | PP5 inh = -3.4 | Fh CTSL1 inh = -4 | CR mimetic SO = 100 | PP1 inh = -2 | ZTA counter = 3 | TPT1 inh = 1 | HCV core dimer = 0 | EBNA-1 inhibitor = -3

40. O=C(c1cc2cc(F)ccc2[nH]1)N1CCN(c2cccc(Cl)c2)CC1
  GASC-1 inh = 11 | PP5 inh = 3.9 | Fh CTSL1 inh = -1 | CR mimetic SO = 101 | PP1 inh = 5 | ZTA counter = 15 | TPT1 inh = -3 | HCV core dimer = 10 | EBNA-1 inhibitor = 2
